Screening data from PubChem.
HTR5A ag ctr – activates human HTR5A in OPRM1-OPRD1 agonist counter-screen; P47898; HTR5A agonist assay, luminescence, cell-based; activation, % at 9.3 µM; actives 0.61% (n = 340,000); AID 504692; in the data active means activation mostly above about 9.5%, no sharp cut-off; inactive means mostly below about 7.6%;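 further: 0% = cells with vehicle only and 100% = reference agonist; strong numbers were not always called active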
Arr AP2 block – blocks beta-arrestin peptide binding to AP2 adaptin; FITC-arrestin peptide / GST-AP2 beads, flow cytometry; AP2 beta2 appendage carries R879A mutation; inhibition, % at 10 µM; actives 0.31% (n = 340,000); AID 504490;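 active means inhibition above a set limit, near 3 SD of compounds lacking own fluorescence, cut at about 54% in these data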;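 further: plate controls were DMSO wells for no effect and 5 µM unlabelled arrestin peptide for full effect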
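System: GST-AP2 R879A glutathione beads | Also added: FITC-arrestin peptide, 50 nM | Times: 12 min plus 1 h, RT | Signal: Bead flow cytometry, FITC channel | Buffer or medium: PBS with 0.05% Tween 20 and 0.1% BSA | Read-out basis: Percent drop in bead-associated FITC signal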
HTR5A inv ag – inverse agonist of human HTR5A in OPRM1-OPRD1 counter-screen; P47898; HTR5A cell line, luminescence, inverse agonism; inhibition, % at 9.3 µM; actives 0.083% (n = 340,000); in the data active means inhibition mostly above about 23%, no sharp cut-off; inactive means mostly below about 18%;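 further: 0% = cells with DMSO and 100% = no-cell wells with DMSO; some compounds called inactive have numbers as strong as hits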
PKA-R1A activ – activators of PKA-R1A complex | activation, % at 11.4 µM | P00514+P68181 | actives 0.083% (n = 340,000) | PKA-R1A dissociation, Cy5-IP20 fluorescence polarization; scaled: DMSO 0%, 113 µM cGMP 100% | AID 504707;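 active means percent activation above the mean of all tested compounds plus 3 SD, cut at about 19% in these data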;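 further: higher means more PKAc released from R1A so a rise in polarization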
OPRM1-OPRD1 ag – agonists of human mu-delta opioid receptor heterodimerization; P35372+P41143; cells, OPRM1-OPRD1 heterodimerization, luminescence; activation, % at 9.3 µM; actives 0.3% (n = 340,000); AID 504326; in the data active means activation above about 18%;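 further: 0% = vehicle-treated cells and 100% = reference agonist; values of inactives mirror those of a sister screen read the other way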
Target sequence (P35372 whole entry, looked up): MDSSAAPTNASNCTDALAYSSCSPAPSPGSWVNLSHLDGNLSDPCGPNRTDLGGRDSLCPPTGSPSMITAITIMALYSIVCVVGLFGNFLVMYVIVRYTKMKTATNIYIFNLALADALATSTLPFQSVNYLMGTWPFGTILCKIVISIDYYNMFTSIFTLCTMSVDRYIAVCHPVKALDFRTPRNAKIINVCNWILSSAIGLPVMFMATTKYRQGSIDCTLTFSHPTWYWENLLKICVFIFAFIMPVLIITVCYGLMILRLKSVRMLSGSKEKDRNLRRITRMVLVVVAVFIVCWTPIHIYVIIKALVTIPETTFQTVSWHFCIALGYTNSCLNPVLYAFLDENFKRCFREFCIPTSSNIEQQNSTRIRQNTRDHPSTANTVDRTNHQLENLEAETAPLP
Target sequence (P41143 whole entry, looked up): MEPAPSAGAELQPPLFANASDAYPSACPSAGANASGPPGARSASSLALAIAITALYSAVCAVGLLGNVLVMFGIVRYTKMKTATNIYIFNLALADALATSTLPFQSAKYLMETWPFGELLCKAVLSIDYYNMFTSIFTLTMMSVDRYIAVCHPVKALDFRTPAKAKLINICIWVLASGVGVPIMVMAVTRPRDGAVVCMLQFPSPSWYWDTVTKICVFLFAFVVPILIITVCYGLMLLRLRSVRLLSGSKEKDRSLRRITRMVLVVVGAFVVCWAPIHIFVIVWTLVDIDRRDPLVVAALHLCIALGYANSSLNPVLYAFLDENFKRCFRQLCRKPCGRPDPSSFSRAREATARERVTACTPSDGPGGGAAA
PKA-R2B activ – PKA-R2B complex activation; P22694+P31323; PKA-R2B holoenzyme dissociation, Cy5-IP20 fluorescence polarization; R2B truncated from residue 108, S112A mutant; 0% DMSO only, 100% 113 µM cGMP; activation, % at 11.4 µM; actives 0.079% (n = 340,000); AID 504700;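 active means activation above a cutoff set at the mean over all compounds plus 3 SD, cut at about 18% in these data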;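 further: higher means more holoenzyme dissociation and a rise in polarization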
Pemphigus Ab inh – blocks pemphigus antibody binding to human desmoglein-3 | P32926 | DSG3-coupled beads, scFv-anti-DSG3-GFP binding, flow cytometry; hits give low values | binding (percent of control), % at 10 µM | actives 0.48% (n = 310,000) | AID 588358;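 active means binding more than 3 SD below its plate's average and above zero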;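 further: hits lower antibody fragment binding to DSG3; some compounds called inactive have numbers as strong as hits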
DAGLB inh – diacylglycerol lipase beta (human) inhibition. Q8NCG7. inhibition, % at 5.17 µM. actives 0.059% (n = 340,000). HEK293T DAGLB membrane lysate, EnzChek fluorogenic substrate; in the data active means inhibition above about 34%;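 further: 0% = enzyme with vehicle and 100% = wells lacking enzyme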
OPRM1-OPRD1 inv – inverse agonist of human OPRM1-OPRD1 heterodimerization; actives 0.21% (n = 340,000); cell-based MOR-DOR heterodimer luminescence, inverse agonism; AID 504357; inhibition, % at 9.3 µM; P35372+P41143; in the data active means inhibition above about 22%, passing the limit was not always enough;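 further: 0% = cells with DMSO and 100% = wells without cells with DMSO; values of inactives mirror those of a sister screen read the other way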
V-ATPase pHluor – alters yeast V-ATPase proton transport | actives 0.37% (n = 350,000) | S. cerevisiae, pHLuorin cytosolic pH fluorescence | response, % at 10 µM; in the data active means response mostly above about 7.3%, no sharp cut-off; inactive means mostly below about 5.4%; further: actives read high; inactives centre near 0; some compounds called inactive have numbers as strong as hits; reference of the scale not given here
* = called active by the depositor; x = no result given.

Below each SMILES – V-ATPase pHluor, HTR5A inv ag, OPRM1-OPRD1 ag, OPRM1-OPRD1 inv, HTR5A ag ctr, Arr AP2 block, PKA-R1A activ, Pemphigus Ab inh, PKA-R2B activ, DAGLB inh
Cc1cc(N/N=C/c2ccccc2O)c2ccccc2n1
    0, -1, 1.3, -6, 0, 4, 7, 100, 4, -2
Cc1cccc(OCC(=O)N/N=C/c2ccc3c(c2)OCO3)c1
    2, 27, 0.8, -4, -9, -7, 6, 98, -6, -1
O=C(CCc1nnc(-c2ccc3c(c2)OCO3)o1)NC(c1cccnc1)C(F)(F)F (stereo not drawn)
    8.6*, -25, -3.5, 18, 0, 10, -2, x, 5, 1
Cc1ccc(C)c(CSCc2nc3ccccc3[nH]2)c1
    -2, 16, -0.4, 2, -4, -10, -10, x, -8, -8
COC(=O)[C@@H]1Cc2c([nH]c3ccccc23)C2CCC(=O)N21 (stereo partly drawn)
    -2, -4, -1.6, 8, 1, 32, -6, 100, -5, 0
CCOC(=O)C[C@H]1c2ccc(C(F)(F)F)cc2S(=O)(=O)N1c1ccccc1
    5, -5, 3.0, -17, 2, 8, -1, 101, 3, -2
COCCn1c(-c2ccc(NC(C)=O)cc2)nc2c1c(=O)[nH]c(=O)n2CC(C)C
    -2, 5, -1.9, 10, -2, 27, -7, 100, -8, 2
COc1ccc(Br)cc1/C=C/c1ccc2cccc(O)c2n1
    0, 10, -0.3, 1, -3, 31, 11, 117, -13, -8
O=C(Nc1ccccc1)OCC1COC(c2ccccc2)(c2ccccc2)O1 (stereo not drawn)
    1, -15, 3.7, -19, 4, -7, -13, 111, 3, -7
O=C(O)C=C1CCN(c2ncc(C(F)(F)F)cc2Cl)CC1
    -7, 21, 1.1, -6, -8, 46, -3, x, 13, 2
CC(C)Cn1c(N)c(C(=O)COC(=O)CCNS(=O)(=O)c2ccccc2)c(=O)n(C)c1=O
    -6, 1, 0.2, -1, 0, 3, 2, 104, -2, 0
O=C(CCCOC(=O)c1cccnc1Cl)c1ccc(Br)cc1
    0, -11, 2.6, -14, 3, -8, -8, 101, -6, -15
COc1cccc2c(=O)c(SC(F)(F)C(F)C(F)(F)F)c(C)[nH]c12 (stereo not drawn)
    2, -11, -0.7, 3, 4, 21, -3, x, 9, -1
Cc1ccc(NS(=O)(=O)c2ccc3c(c2)n(C)c(=O)n3C)c(C)c1
    -2, -36, -1.6, 9, 9, -8, 14, 96, 0, 0
CCc1cccc(CC)c1NC(=O)Cn1c(-c2ccccc2Cl)nc2ccccc21
    1, x, x, x, x, 16, 0, 126, 0, -8
COc1ccccc1CNC(=O)COC(=O)c1ccc(C)c(S(=O)(=O)N2CCCCC2)c1
    -2, 8, -1.5, 8, -4, 3, 7, 108, -3, -3
Cc1ccc(O)c(-c2cc(-c3ccc(F)cc3)no2)c1
    0, 23, 4.9, -24, -5, 37, -16, 96, -6, -4
CCOC(=O)N1CCC(NC(=O)c2cc(-c3ccc(OC)cc3)nc3ccccc23)CC1
    -1, 4, -1.6, 8, 0, -6, -6, x, -10, -2
CCCn1c(C(C)NC(=O)c2ccccc2)nc2ccccc21 (stereo not drawn)
    -1, -9, 0.0, 0, 4, 2, 0, 89, -1, 1
CSc1ccc(COC(=O)c2cc([N+](=O)[O-])ccc2N2CCOCC2)cc1
    0, -28, -1.4, 7, -1, 9, 5, 98, -3, -3
COc1cc(NS(=O)(=O)c2ccc3c(c2)NC(=O)CO3)cc(OC)c1
    -4, -11, -2.2, 12, 3, -3, -8, 107, 1, 3
COc1cccc(CNC(=O)C2CCC(CNS(=O)(=O)c3cccc4cccnc34)CC2)c1 (stereo not drawn)
    1, -1, -3.2, 16, 0, 11, -4, 106, -2, 0
N#Cc1ccc(CSc2nnc(-c3ccccc3)n2Cc2ccco2)cc1
    -2, -2, -3.0, 16, -1, -8, -7, 97, -6, 1
CN(CCCNC(=O)CSc1cc(=O)n(C)c2cc(Cl)ccc12)Cc1ccccc1
    -2, 9, -2.9, 14, 3, 1, -3, 114, -1, 0
CC(=O)Oc1ccc2ccc3ccc(C(C)=O)cc3c2c1
    3, -15, -0.2, 1, 4, 13, -6, 124, -3, 0
Cc1ccc(CNc2ccc(N3CCN(C)CC3=O)cc2)cc1
    5, -15, 1.3, -8, 5, 4, -7, 103, -9, -3
O=C(COC(=O)c1cc2c(s1)CCCC2)Nc1ccc(Cl)cn1
    2, -17, -0.9, 6, 2, -6, -9, 79, 0, -5
CCCC(=O)Nc1ccc2c(c1)nc(CCN1CCCCC1)n2C
    -1, -1, -3.2, 17, -3, 10, -1, 115, -7, 0
O=C(NC1CCCC1)C(c1ccncc1)N(Cc1ccccc1F)C(=O)c1csnn1 (stereo not drawn)
    8, -7, -0.9, 6, -1, -9, -4, x, 4, -1
O=C(/C=C1\SC(=O)NC1=O)Nc1ccc(C(=O)O)cc1
    -3, -7, -1.0, 5, 4, -8, -2, 90, -2, 1
O=C(Nc1cc(F)c(Br)cc1F)c1ccc(Cl)cc1
    -3, -14, 5.3, -26, 11, -7, -1, 104, -3, -12
COc1ccc(N(CC(=O)NCc2ccc(F)cc2)C(=O)c2snc(C(N)=O)c2N)cc1
    11, 10, -2.1, 11, -4, 4, -2, 110, -11, -1
Cc1ccc(/C=C2/SC(=S)N(CCC(=O)NCCCN3CCOCC3)C2=O)cc1
    -5, -27, 0.0, 0, 2, 9, -2, 104, -5, -1
COC(=O)c1ccc(N2CCN(S(=O)(=O)c3ccc4ccccc4c3)CC2)c([N+](=O)[O-])c1
    4, -25, 1.2, -7, 1, -3, -10, 97, -4, -6
Cc1nn(C(C)C)c(C)c1CN1CCC(C(=O)Nc2cccc(-c3cccc(F)c3)c2)CC1
    1, -40, 0.8, -5, 11, -10, 3, 111, -6, 0
CCCCN(C(=O)c1ccc(N(C)S(=O)(=O)c2ccc(C)cc2)cc1)c1c(N)n(CCC)c(=O)[nH]c1=O
    1, 4, -0.9, 5, 1, -4, 13, x, 4, 1
COc1cc2c(cc1OC)C(c1cccc(Cl)c1Cl)CC(=O)N2 (stereo not drawn)
    2, -2, -3.5, 17, 1, -5, -4, 111, -15, -1
COc1ccc(CNCC(O)COCc2cccs2)cc1 (stereo not drawn)
    4, 4, -1.0, 5, -1, 2, -12, x, -2, 0
O=C(O)c1cccc(N2C(=O)CSC2=S)c1
    6, 4, -0.3, 1, -1, -24, -4, 92, -2, 0
CCCn1c(=N)n(CCOc2ccc(OC)cc2)c2ccccc21
    -3, -12, -1.1, 7, 3, -3, 12, 113, -11, 0
Cc1ccc(C)c(NS(=O)(=O)c2cc(C(=O)Nc3ccccc3-c3ccccc3)ccc2C)c1
    3, 0, 1.3, -7, 0, -8, -12, 107, -3, 3
O=C(CSCc1ccccc1Cl)NN1C(=O)c2ccccc2C1=O
    -3, 7, -2.0, 11, -1, 7, -7, 100, 3, 1
COc1cc(C(=O)Nc2ccccc2C(=O)Nc2ccccn2)cc(OC)c1OC
    -4, 13, -1.4, 7, 8, 3, 0, 95, 4, -6
O=C(CSc1nncs1)N1CCN(C(=O)c2ccco2)CC1
    1, -2, 0.7, -4, 1, 34, -8, 60, -4, 3
CCn1cc(C(=O)Nc2sc(C)c(C)c2C(=O)OC)cn1
    -2, -17, -0.1, 1, 1, -10, 2, 94, -11, -2
CN(C(=O)c1c(Cl)cnn1C)C12CC3CC(CC(C3)C1)C2
    -2, -7, 0.2, -1, 3, 14, -6, 96, 5, 3
CN1CCN(C(=O)c2ccc(CN(c3ccccc3)S(=O)(=O)c3ccccc3)cc2)CC1
    1, -15, -3.5, 17, 4, 12, 6, x, 6, -2
NS(=O)(=O)c1ccc(NC(=O)/C=C/c2cn(-c3ccccc3)nc2-c2cccc(Cl)c2)cc1
    6, -34, 1.2, -6, 4, 58*, 1, 119, 0, 1
Cc1cc(NC(NC(=O)c2ccco2)(C(F)(F)F)C(F)(F)F)no1
    1, -1, -1.4, 7, 2, -5, 2, 98, -4, 0
CCOc1cccc(OCCOc2ccc(C(=O)c3ccccc3)cc2)c1
    1, -38, -2.0, 9, 6, 7, -4, 100, -9, -19
Oc1oc(-c2ccccc2Br)nc1C=Nc1ccc(Br)cn1
    0, 3, 0.2, -1, -1, -20, -2, 92, 1, 9
CCC(C(=O)Nc1ccccc1C(=O)N1CCOCC1)N1C(=O)c2ccccc2C1=O (stereo not drawn)
    -1, -15, 0.4, -2, 2, 9, -4, 99, -1, 1
COc1cc(C(=O)NC2CCN(CC(=O)NC3CCCCC3)CC2)cc(OC)c1OC
    2, 5, -0.6, 5, -5, 8, 2, 130, 6, 1
O=C(Nc1ccccc1N1CCCC1)C1=COCCO1
    2, 6, -3.1, 12, -3, -15, 0, 142, 2, -3
CCC(=O)NCCCCCCNC(=O)CC
    -6, -18, -1.0, 5, 7, 1, 7, 101, 6, -1
CCCCC(=O)Nc1ncc(S(=O)(=O)c2ccc([N+](=O)[O-])cc2)s1
    -1, 15, 16, -82, 1, 18, -10, 94, -1, 3
O=c1c2cc(Br)ccc2nc(-c2cccc(Cl)c2)n1O
    0, -2, 1.9, -9, 1, -13, 1, 102, 0, -13
CCn1c(SCCC(=O)O)nnc1-c1cccnc1
    2, 1, -2.4, 15, 6, 23, -1, 106, 1, 2
O=C(N/N=C/c1coc2ccccc2c1=O)c1cc2ccccc2o1
    2, 7, -2.6, 14, -1, -2, -1, 121, 0, -1
O=C(NNC(=O)c1ccc(F)c(S(=O)(=O)N2CCOCC2)c1)c1ccc(Br)cc1
    2, 1, 0.5, -2, -1, 4, -2, 100, -7, 4

Additional compounds follow:
Below each SMILES – V-ATPase pHluor, HTR5A inv ag, OPRM1-OPRD1 ag, OPRM1-OPRD1 inv, HTR5A ag ctr, Arr AP2 block, PKA-R1A activ, Pemphigus Ab inh, PKA-R2B activ, DAGLB inh
CCCCC(=O)NC(=S)NNC(=O)CCc1ccccc1
    3, 25, -7.9, 39*, -8, 4, 4, 108, -1, 2
O=C(O)c1ccc(CSc2nnc(-c3ccccc3Br)o2)cc1
    -2, 0, -4.7, 23, 0, -2, 2, 118, -4, 0
COC(=O)c1ccccc1NC(=O)c1nc2nc(C)cc(C(F)F)n2n1
    -2, 1, -2.4, 13, 0, 1, 10, 107, 12, -2
CCCCn1c(N)c(N(Cc2ccccc2OC)C(=O)CCSC)c(=O)[nH]c1=O
    -1, 18, -2.6, 13, 4, -16, -8, 102, -9, 3
NC(=O)CC[C@@H]1NC(=O)[C@@H]2CCCN2C(=O)c2cc([N+](=O)[O-])cc(F)c2NCCC[C@@H](C(N)=O)NC1=O
    3, 6, -1.6, 9, 4, -2, -3, 109, -7, 0
CCCCOc1ccc(C2/C(=C(/O)c3ccc4c(c3)CC(C)O4)C(=O)C(=O)N2CCCN2CCOCC2)cc1OC (stereo not drawn)
    -2, 21, -2.1, 11, 5, 27, -13, 104, -3, 1
Cc1ccc(NC(=O)c2nc(S(=O)(=O)Cc3ccccc3)ncc2Cl)cc1
    1, -3, -3.6, 18, 1, 44, -6, 142, -9, 0
Cc1ccc(CCNc2ccccc2C)cn1
    -2, 14, -0.3, 2, -4, 51, 3, 108, -3, 0
CCC(C(=O)OCC(=O)Nc1c(Cl)cc(Cl)cc1Cl)c1ccccc1 (stereo not drawn)
    -1, -2, 6.2, -32, 1, 7, 2, 104, 2, -4
